Bioassay records: PubChem, several laboratories
SKN-1 block = blocks SKN-1 activity in C. elegans | inhibition, % at 21.8 µM | actives 0.49% (n = 360,000) | C. elegans VP596 Pgst-4::GFP/RFP ratio, acrylamide-induced, 24 h;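 active means interference check ratio from 0.5 to 1.5 plus GFP to RFP signal ratio inhibition reaching or exceeding a fixed threshold, cut at about 30% in these data, passing the limit was not always enough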; further: some compounds called inactive have numbers as strong as hits
MsrA inhibitor = inhibitors of bovine MsrA; purified bovine MsrA, absorbance read-out; inhibition, % at 15.5 µM; actives 0.75% (n = 360,000); in the data active means inhibition above about 4.5%;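 further: 0% = vehicle wells with enzyme and 100% = reference inhibitor wells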
MT1-MMP act inh = blocks activation of human MT1-MMP; P50281; HT1080 RFP-PRO-GFP cells, GFP/RFP ratio fluorescence, overnight; percent of plate control window, DMSO zero; GFP/RFP ratio change, % at 20 µM; actives 0.061% (n = 360,000);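 active means GFP/RFP ratio change of at least 30% with cell ATP level not reduced by more than half and red fluorescence within 50% of control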; further: strong numbers were not always called active
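Compound: 20 µM single dose, 1% DMSO / System: HT1080 RFP-PRO-GFP cells / Controls: DMSO and RFP-L50D-GFP cell wells / Read-out basis: GFP/RFP fluorescence ratio / Schedule: overnight compound exposure at 37 °C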
FAS-TE inh = inhibitors of human fatty acid synthase thioesterase domain; recombinant FAS-TE, OMFH fluorogenic substrate, fluorescence endpoint; inhibition, % at 15 µM; actives 0.67% (n = 360,000); AID 602261;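 active means compounds whose normalised, plate-corrected inhibition of enzyme fluorescence in the single-dose primary screen is 50% or more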;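 further: 0% = DMSO with enzyme and 100% = substrate without enzyme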
TbMetRS inhib = Trypanosoma brucei MetRS inhibition. purified T. brucei MetRS, ATP depletion, Kinase-Glo luminescence. inhibition, % at 11.9 µM. actives 0.4% (n = 360,000);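 active means inhibition above a per-plate cutoff of the control wells' mean inhibition plus 3 SD, cut at about 5.5% in these data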;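 further: 0% = DMSO wells median and 100% = median of wells with control inhibitor compound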
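Material: parasite MetRS enzyme / Replication: singlicate, one well per compound / Signal: luminescence of leftover ATP / Schedule: 2 h aminoacylation at 25 °C after 15 min preincubation / Medium: HEPES-MgCl2-KCl buffer plus DTT, spermine, BSA, pyrophosphatase / Doses: 11.9 µM single point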
bovine MsrA act = bovine methionine sulfoxide reductase A activation; activation, % at 10.6 µM; actives 0.3% (n = 360,000); purified bovine MsrA, absorbance read-out; in the data active means activation above about 7.5%;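 further: 0% = vehicle and 100% = reference activator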
CendR NRP1 mod = modulators of CendR peptide binding to human neuropilin-1; O14786; FAM-RPARPAR peptide binding to NRP-1, fluorescence polarization; inhibition, % at 25 µM; actives 0.85% (n = 360,000);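 active means inhibition or corrected inhibition above about 18%, plus a signal ratio from 0.5 to 1.5, limit read from the data, passing the limit was not always enough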; further: strong numbers were not always called active
E coli Lon inh = inhibitors of E. coli Lon protease; purified E. coli Lon protease, fluorescence polarization; actives 0.42% (n = 360,000); AID 602123; P0A9M0; inhibition, % at 7.94 µM; in the data active means inhibition above about 13%, passing the limit was not always enough;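 further: 0% = enzyme with probe and DMSO and 100% = no enzyme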
MLLE-PAM2 inh = blocks PAM2 peptide binding to the PABP1 MLLE domain; P11940; GST-MLLE / FITC-PAM2 fluorescence polarization; inhibition, % at 20 µM; actives 0.36% (n = 360,000); AID 588489; in the data active means inhibition above about 35%, passing the limit was not always enough;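 further: plate controls were DMSO wells with GST-MLLE for no effect and wells lacking GST-MLLE protein for full effect; some results filed as inactive read as strong as hits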
Target sequence (P11940 whole entry, looked up, the tested form may be a part): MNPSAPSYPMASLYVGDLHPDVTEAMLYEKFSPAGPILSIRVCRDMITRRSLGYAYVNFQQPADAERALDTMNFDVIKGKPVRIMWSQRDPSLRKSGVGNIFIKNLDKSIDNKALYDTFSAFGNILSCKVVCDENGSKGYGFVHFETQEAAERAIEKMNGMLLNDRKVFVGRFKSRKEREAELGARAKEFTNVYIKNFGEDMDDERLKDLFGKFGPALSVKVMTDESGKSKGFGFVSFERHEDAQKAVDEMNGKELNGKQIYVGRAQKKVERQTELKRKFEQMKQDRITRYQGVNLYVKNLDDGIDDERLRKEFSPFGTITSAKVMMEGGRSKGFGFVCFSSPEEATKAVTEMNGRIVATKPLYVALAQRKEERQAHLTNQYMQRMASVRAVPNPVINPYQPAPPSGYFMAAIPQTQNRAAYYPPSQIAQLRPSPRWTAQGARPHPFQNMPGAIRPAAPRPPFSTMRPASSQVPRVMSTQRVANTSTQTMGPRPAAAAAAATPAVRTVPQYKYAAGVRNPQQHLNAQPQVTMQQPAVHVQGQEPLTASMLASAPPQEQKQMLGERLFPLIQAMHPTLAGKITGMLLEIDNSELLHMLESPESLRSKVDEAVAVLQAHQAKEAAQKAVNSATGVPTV
* marks the source's active call; other numbers are inactive results; · = not tested or not shown. The order is random. About 4% of those tested had a hit in this group.

SMILES | SKN-1 block | MsrA inhibitor | MT1-MMP act inh | FAS-TE inh | TbMetRS inhib | bovine MsrA act | CendR NRP1 mod | E coli Lon inh | MLLE-PAM2 inh
COc1ncnc2c1ncn2CCCN[C@H](C)c1cccc2ccccc12 | -0.8 | 0.5 | 2.4 | -9.5 | -0.7 | -0.8 | -5.8 | 3.4 | -6.9
Cc1nccc2[nH]c(=O)c(C(=O)NC3CCCCC3C)cc12 (stereo unspecified) | 5.1 | -0.4 | -6.1 | -4.3 | -0.4 | -3.2 | 4.1 | 0.4 | 6.9
COc1ccc(C)cc1N(C(=O)c1snc(C(N)=O)c1N)C(C(=O)NC1CCCCC1)c1ccc(C)o1 (stereo unspecified) | 0.9 | -1.2 | -6.8 | 10.8 | 0.1 | -3.3 | 20.0 | -19.4 | -9.5
CC(C)(C)C1=C(C#N)C(c2cccnc2)C(C#N)=C(N)O1 (stereo unspecified) | 2.6 | -0.7 | -4.9 | -12.0 | -0.8 | 0.3 | -6.0 | 4.7 | 5.5
CN(c1ccccc1N(C)S(=O)(=O)c1ccccc1)S(=O)(=O)c1ccccc1 | -11.9 | -1.7 | 1.5 | 5.7 | -1.0 | -3.8 | 4.0 | 6.3 | -5.0
Cc1nnc2n1N=C(c1ccc(F)cc1F)CS2 | -17.0 | 2.7 | -3.8 | -8.1 | 0.1 | -1.8 | -2.2 | 6.0 | 10.0
Cc1ccc(C(=O)CSc2nc3ccccc3c(=O)[nH]2)cc1C | -9.9 | -1.2 | 2.3 | -0.5 | -1.0 | -4.0 | 9.6 | -1.9 | 5.7
O=C(CNC(=O)C12CC3CC(CC(C3)C1)C2)NC1=NCCS1 | 4.6 | -0.7 | 4.3 | -10.8 | -0.5 | -8.6 | 26.4* | -4.9 | 44.8*
O=C(COC(=O)c1ccc(Cl)nc1)Nc1c(Cl)cccc1C(F)(F)F | -3.2 | 0.3 | 0.7 | -4.1 | -0.7 | -11.2 | -2.2 | 2.6 | 6.7
COc1ccccc1C(=O)NC1CC2CCC(C1)N2Cc1ccccc1 (stereo unspecified) | 19.6 | 0.2 | -0.2 | -3.7 | 1.6 | -1.1 | 9.2 | -2.8 | 7.8
O=C(Nc1ccc2c(c1)OCO2)c1nn(-c2ccccc2)c(=O)c2ccccc12 | 15.0 | 0.3 | -5.9 | 17.8 | 0.2 | -1.0 | 6.4 | 8.1 | 2.9
CCOC(=O)c1c(NC(=O)CSc2nnc(-c3ccccc3C)n2C)sc(C(C)=O)c1C | 8.9 | 1.7 | -13.2 | 58.8* | 0.5 | -0.8 | -13.6 | -10.7 | -18.4
Cn1c(=O)c2cc(S(=O)(=O)NC(Cc3ccccc3)C(=O)NCC3CCCO3)ccc2n(C)c1=O (stereo unspecified) | 0.2 | 0.4 | -0.3 | -3.8 | 0.0 | -3.6 | 6.4 | -9.4 | 13.5
Cc1cccc[n+]1CC(=O)c1ccccc1 | 3.4 | -0.7 | -2.2 | -9.0 | -0.2 | -3.2 | -8.1 | -6.6 | -21.4
Cc1ccc(C(=O)N2CC(=O)Nc3ccc(C)cc3C2c2ccccc2)cc1 (stereo unspecified) | 7.8 | 3.0 | -2.0 | 1.2 | -1.9 | -14.0 | 14.8 | -3.3 | 15.6
Cc1ccc(NC(=O)c2nc(S(=O)(=O)Cc3ccccc3C)ncc2Cl)cc1C | -5.4 | 1.0 | -4.9 | 48.6 | -0.9 | -7.2 | -2.7 | 4.1 | 16.9
C=CCC[C@H](Cc1ccc(F)cc1)C(=O)OC[C@H](C)NC(=O)[C@H](CC=C)CC(=O)NCCO | 0.1 | -0.8 | 5.6 | -4.8 | -0.2 | -1.9 | 4.1 | -0.8 | -10.4
O=C(CSc1nc(=O)n(CCN2CCOCC2)c2c1CCCC2)Nc1ccc([N+](=O)[O-])cc1 | 15.2 | 2.8 | -2.3 | 22.3 | -0.5 | -4.1 | -9.0 | 1.6 | -5.7
CC(C)(C)C(=O)c1c(N)[nH]c(C(=O)c2ccccc2)c1-c1ccc(Cl)cc1 | 18.5 | -0.2 | 3.4 | 6.4 | -1.1 | -10.6 | -13.0 | 2.4 | ·
COC(=O)C1CCN(c2cc(=O)n(C3CCCCC3)c(=O)[nH]2)CC1 | 6.9 | -0.7 | 2.6 | -3.5 | -0.4 | -0.2 | 9.2 | 5.7 | 11.8
COc1cc(N)c(Cc2nccc3cc(OC)c(OC)cc23)cc1OC | 6.4 | -0.3 | -14.3 | -5.3 | -0.2 | -1.7 | 8.1 | -11.9 | 29.4
COc1ccc2c(c1)CCC/C2=N/OC(=O)c1ccccc1OC | -8.3 | 2.5 | -1.7 | 4.6 | -0.9 | -16.8 | 0.2 | 5.8 | 15.1
COc1ccc(C(=O)N(Cc2ccccc2)Cc2cc3cc4c(cc3[nH]c2=O)OCCO4)cc1 | 8.7 | 0.5 | -15.4 | -8.5 | 0.0 | -0.6 | 8.3 | 2.0 | 5.1
O=C(O)COc1ccccc1/C=N/NC(=O)CN1CCN(S(=O)(=O)c2ccc(Br)cc2)CC1 | -6.5 | 1.5 | 0.2 | -3.0 | 0.4 | -1.4 | 7.0 | 0.0 | -4.4
Cc1cc(C(F)F)nn1CC(=O)NCc1ccccc1F | -27.1 | -0.8 | -4.1 | -16.5 | -1.4 | -13.2 | -4.5 | -0.4 | 2.2
O=C(Cn1c(CN2CCCCC2)nc2ccccc2c1=O)NC1CCCCC1 | 1.9 | -0.5 | 4.7 | -4.1 | 0.9 | -1.8 | -2.7 | -7.9 | -9.5
CCCOc1ccc(/C(O)=C2/C(=O)C(=O)N(CCCn3ccnc3)C2c2ccc(C)o2)cc1 (stereo unspecified) | 2.2 | -0.1 | -0.6 | -9.5 | -0.4 | -7.8 | -22.5 | 8.1 | 8.8
COc1nn(CC(=O)N2N=C(C(F)F)CC2(O)C(F)F)cc1[N+](=O)[O-] (stereo unspecified) | 13.0 | 0.5 | 1.0 | -3.2 | 0.2 | -4.2 | 0.2 | 4.5 | 15.5
Cc1ccc(-n2ncc3c2CCCC3NC(=O)CSc2ccccn2)cc1C (stereo unspecified) | 14.7 | 0.7 | 2.8 | -0.2 | -0.7 | -3.3 | 8.3 | -4.3 | -7.1
COc1cc(C(=O)Nc2ccc3c(c2)CCN3C(C)=O)cc(OC)c1OC | 2.1 | 1.6 | 15.1 | -3.1 | -0.2 | -2.1 | -6.2 | 5.8 | 2.6
CCCC1CCC(=NNC(=O)CNc2ccc(OC)cc2)CC1 (stereo unspecified) | 2.5 | 0.1 | -1.2 | 7.7 | -0.8 | -5.8 | 7.8 | 2.7 | -14.5
O=c1[nH]c2ccccc2c(O)c1-[n+]1ccccc1 | -6.5 | 2.5 | -0.8 | -6.9 | -0.4 | -5.7 | -14.0 | 2.8 | 23.0
O=C(COC(=O)CC1CC2CCC1C2)Nc1ccccc1Cl (stereo unspecified) | 6.3 | 0.5 | 1.6 | 13.7 | -0.2 | 0.1 | 15.2 | -5.3 | 5.0
COC(=O)c1cc(NC(=O)CSc2nnc(CN3CCOCC3)n2C)ccc1Cl | -8.0 | -0.1 | 5.3 | -8.7 | -0.1 | 0.3 | -5.9 | -4.0 | -1.9
COc1ccc(C(=O)NN2C(=O)C3C(c4ccccc4)C=CC(c4ccccc4)C3C2=O)cc1 (stereo unspecified) | 7.9 | -0.9 | -4.1 | 33.6 | -0.2 | -1.3 | 4.4 | 3.3 | -5.8
Cc1ccccc1-c1ccc(C=Nc2c(C)n(C)n(-c3ccccc3)c2=O)o1 | 4.6 | 4.3 | -4.5 | 4.9 | -0.1 | -4.2 | -8.7 | -7.4 | -13.4
COc1ccc(/C=C/C(=O)Nc2sc3c(c2C(=O)NCc2cccnc2)CCCC3)cc1 | 6.6 | -0.6 | 0.0 | 23.2 | -0.4 | -0.8 | 0.1 | 4.7 | -3.9
Cc1ccc(CNC(=O)CN2CCN(Cc3ccc(C)cc3)C2=O)cc1 | -1.9 | -1.0 | 0.3 | -6.0 | 0.0 | -2.8 | -8.4 | 1.7 | 3.0
S=C(NCc1ccc2c(c1)OCO2)Nc1ccc(-c2nc3ccccc3[nH]2)cc1 | 0.4 | 3.9 | 8.9 | 21.9 | 5.2 | -6.7 | -4.6 | -2.7 | -6.3
Cn1c(N)c(C(=O)COC(=O)CCc2nc3ccccc3s2)c(=O)n(C)c1=O | -2.3 | 2.0 | 0.1 | -0.5 | 2.0 | -4.1 | 11.3 | 9.1 | -4.0
COc1ccc(-c2nn(-c3ccccc3)cc2N)cc1 | -2.2 | 1.6 | -2.1 | 1.3 | 0.6 | -1.7 | -1.8 | 5.2 | 4.0
Clc1ccc(OCCCCCN2CCCC2)c(Br)c1 | 11.9 | -0.8 | 1.3 | -0.4 | 6.2* | -1.4 | 3.8 | 3.3 | 7.3
NNC(=O)c1nc[nH]c1C(=O)Nc1ccccn1 | -3.6 | -0.2 | 5.8 | -3.9 | -0.7 | -6.2 | 0.6 | -7.0 | 4.4
COc1ccc(-c2csc(-c3ccccc3)n2)c(OC)c1 | 0.3 | 0.4 | -7.9 | 28.0 | 1.7 | -12.4 | -10.9 | -3.6 | 10.1
CC1(C(=O)NCCC(F)(F)F)Cc2c(-c3cccc(C(N)=O)c3)ccnc2O1 (stereo unspecified) | 19.0 | -1.2 | -0.7 | -6.3 | -0.1 | -3.2 | -14.6 | -3.3 | -0.7
COc1ccccc1CNC(=O)Cc1ccc(C)cc1 | -2.5 | -0.5 | 3.5 | -5.1 | -0.9 | 4.5 | 43.1* | -5.0 | 5.8
O=Cc1cn(CC(=O)Nc2ccc(F)cc2)c2ccccc12 | -2.1 | 0.8 | -3.4 | 0.6 | 3.1 | -3.2 | -9.5 | -4.0 | -8.5

Structures listed so far with an aryl thioether with sulfur outside any ring (five):
SMILES | SKN-1 block | MsrA inhibitor | MT1-MMP act inh | FAS-TE inh | TbMetRS inhib | bovine MsrA act | CendR NRP1 mod | E coli Lon inh | MLLE-PAM2 inh
Cc1ccc(C(=O)CSc2nc3ccccc3c(=O)[nH]2)cc1C | -9.9 | -1.2 | 2.3 | -0.5 | -1.0 | -4.0 | 9.6 | -1.9 | 5.7
CCOC(=O)c1c(NC(=O)CSc2nnc(-c3ccccc3C)n2C)sc(C(C)=O)c1C | 8.9 | 1.7 | -13.2 | 58.8* | 0.5 | -0.8 | -13.6 | -10.7 | -18.4
O=C(CSc1nc(=O)n(CCN2CCOCC2)c2c1CCCC2)Nc1ccc([N+](=O)[O-])cc1 | 15.2 | 2.8 | -2.3 | 22.3 | -0.5 | -4.1 | -9.0 | 1.6 | -5.7
Cc1ccc(-n2ncc3c2CCCC3NC(=O)CSc2ccccn2)cc1C (stereo unspecified) | 14.7 | 0.7 | 2.8 | -0.2 | -0.7 | -3.3 | 8.3 | -4.3 | -7.1
COC(=O)c1cc(NC(=O)CSc2nnc(CN3CCOCC3)n2C)ccc1Cl | -8.0 | -0.1 | 5.3 | -8.7 | -0.1 | 0.3 | -5.9 | -4.0 | -1.9
